# Bioassay records (PubChem BioAssay)
# LmPK inh: qHTS Assay for Inhibitors of Leishmania Mexicana Pyruvate Kinase (LmPK). Q27686. hit rate 0.37% among 290,000. purified LmPK, Kinase-Glo ATP luminescence, 1 h. Potency, µM (titrated, usually from 57.5 µM), inactives show at the top dose activity change, negative = inhibition, most hits filed as inhibitors; further: potency means the concentration at half of the fitted maximal effect; on the % scale 0 is the no-effect control and ±100 the full control effect
# Target sequence (Q27686 whole entry, looked up): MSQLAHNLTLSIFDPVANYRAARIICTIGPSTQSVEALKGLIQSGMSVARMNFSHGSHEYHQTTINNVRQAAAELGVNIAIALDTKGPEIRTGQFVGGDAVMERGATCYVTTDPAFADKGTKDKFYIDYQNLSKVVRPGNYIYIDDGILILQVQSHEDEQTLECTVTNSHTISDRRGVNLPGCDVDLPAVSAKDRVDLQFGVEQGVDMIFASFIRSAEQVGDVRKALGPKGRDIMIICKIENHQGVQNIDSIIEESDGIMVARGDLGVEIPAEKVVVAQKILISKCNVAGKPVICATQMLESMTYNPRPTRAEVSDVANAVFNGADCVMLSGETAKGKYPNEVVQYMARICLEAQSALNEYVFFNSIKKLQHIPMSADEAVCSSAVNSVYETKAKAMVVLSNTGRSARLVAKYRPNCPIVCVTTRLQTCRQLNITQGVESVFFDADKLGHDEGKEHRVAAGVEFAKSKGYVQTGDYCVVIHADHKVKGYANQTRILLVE
#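 qHTS format; LmPK 0.1 nM; substrates PEP 0.5 mM and ADP 0.1 mM. One-hour room-temperature incubation, then coupled luciferase luminescence; 0.5 nM enzyme wells mark activation.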
# Shiga toxin inh: A qHTS for Small Molecule Inhibitors of Shiga Toxin; hit rate 9.2% among 290,000; inhibition, % at 38.7 µM; Vero cells, Shiga toxin protein synthesis inhibition reporter; in the data active means inhibition mostly above about 28%, no sharp cut-off; inactive means mostly below about 43%; further: 0% is about no effect
# Pf growth 48h: Primary qHTS for delayed death inhibitors of the malarial parasite plastid, 48 hour incubation. P. falciparum luciferase growth in erythrocytes, 48 h. Potency, µM (series often up to 28.7 µM), inactives show at the top dose activity change, negative = inhibition, actives largely listed as inhibitors. hit rate 5.9% among 310,000. AID 504832, 2011; further: potency means the concentration at half of the fitted maximal effect; on the % scale 0 is the no-effect control and ±100 the full control effect
#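 Here the parasites carry a stable luciferase gene and grow inside erythrocytes in Albumax-based RPMI medium with compound for one erythrocytic cycle. Activity is scored as loss of luminescent signal.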
# AMA1-RON2 inh: qHTS for Inhibitors of AMA1-RON; Towards Development of Antimalarial Drug Lead: Primary Screen; hit rate 0.2% among 360,000; Potency, µM (highest dose often 58.2 µM), without a hit: at the highest dose activity change, negative = inhibition, usual class: inhibitors; AlphaScreen AMA1-biotinylated RON2 peptide binding; AID 720542, 2013; Plasmodium falciparum AMA1 (3D7) - RON2 peptide interaction;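 further: potency means the concentration at half of the fitted maximal effect; 0% = vehicle wells and -100% = peptide control; nearly all actives have a fitted effect of over 45% in size; some results filed as inactive show a strong effect at the top dose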
#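 AMA1 (3D7) with his tag at 25 nM final met compounds first, then biotinylated RON2 peptide at 25 nM; detection used donor plus acceptor beads, 10 µg/mL apiece, read by AlphaScreen after 30 min at room temperature.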
# Cycloheximide cs: Cycloheximide Counterscreen for Small Molecule Inhibitors of Shiga Toxin; cell reporter, cycloheximide protein synthesis inhibition counterscreen; max response, %; hit rate 12% among 300,000; AID 2314, 2010; in the data active means max response mostly above about 13%, no sharp cut-off; inactive means mostly below about 14%; further: read at 38.3 µM for the half of the compounds with a filed dose; 0% is about no effect
# Tb PYK inh: qHTS of Trypanosoma Brucei Inhibitors. pyruvate kinase (Trypanosoma brucei), Q57TT1. TbPYK enzyme, Kinase-Glo Plus ATP luminescence, 45 min. Potency, µM (top dose mostly 76.8 µM), without a hit: at the highest dose activity, negative = inhibition, usual class: inhibitors. hit rate 0.12% among 410,000; further: potency means the concentration at half of the fitted maximal effect; on the % scale 0 is the no-effect control and ±100 the full control effect; nearly all actives have a fitted effect of over 50% in size
#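 TbPYK + substrate in 50 mM TEA pH 7.2, 100 mM KCl, 10 mM MgCl2, 0.05% BSA, 0.01% Tween-20; cpd pinned; ADP 130 uM final; 45 min RT; Kinase-Glo Plus 10 min; luminescence endpoint.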
# Pf growth 96h: Primary qHTS for delayed death inhibitors of the malarial parasite plastid, 96 hour incubation; P. falciparum luciferase reporter growth, 96 h; Potency, µM (doses to about 28.7 µM), for the others: top-dose activity change, negative = inhibition, usual class: inhibitors; AID 504834, 2011; hit rate 6.9% among 320,000; further: potency means the concentration at half of the fitted maximal effect; on the % scale 0 is the no-effect control and ±100 the full control effect
#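 Cell-based qHTS: luciferase-tagged P. falciparum in erythrocytes (2% hematocrit, 0.05% parasitemia final) incubated with compounds for 96 hours, 37 C, 5% CO2; luciferase detection reagent then added and luminescence measured.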
# Numbers without * were called inactive; u = inconclusive; x = not tested or not shown; & = joins results of further samples; [ ] = remark or other dose. Unless noted, the call rests on the fitted dose curve; in most records, active means well fitted curve in the direction sought with a large enough effect; inconclusive means small, poorly fitted or top-dose-only effect, or another doubt; inactive means no such curve, though single readings can be large; an effect the other way counts as inactive or inconclusive.
# Under each structure – LmPK inh	Shiga toxin inh	Pf growth 48h	AMA1-RON2 inh	Cycloheximide cs	Tb PYK inh	Pf growth 96h
CCCn1c(N)c(N(CCOC)C(=O)/C=C/c2ccc(C(=O)OC)cc2)c(=O)[nH]c1=O
 : 7%	-1	2%	-4%	5	1%	u
Cc1ccccc1C(=O)Nc1ccccc1C(=O)NC1CC1
 : -6%	1	11%	12%	5	-3%	-9%
COC(=O)CNC(c1ccccc1Cl)c1cc(Br)ccc1NC(=O)CCN1CCOCC1 (centres undefined)
 : 0%	-5	u	-3%	-3	-6%	-11%
Cc1cc(N2CC(C(=O)Nc3nccs3)CC2=O)ccc1C(C)C (centres undefined)
 : 7%	20	u	6%	9	-1%	u
O=C1C2C(C(=O)N1/N=C/c1cc([N+](=O)[O-])ccc1O)C1C=CC2C12CC2 (centres undefined)
 : 1%	-8	-22%	41%[activator]	5	0%	u
Cc1ccc(CNc2nc(N)c([N+](=O)[O-])c(NCCO)n2)cc1
 : -2%	22	u	-2%	10	4%	8.3µM*
Cc1cc(C)c2cc(CN(CC3CCCO3)C(=S)NCc3ccco3)c(=O)[nH]c2c1 (centres undefined)
 : -4%	-11	u	-26%	-4	-8%	u
CC(C)C(O)(C(=O)NNc1ccccc1)C(C)C
 : 2%	15	0%	0%	1	-2%	36%[activator]
CCCCNC(=O)COCc1cc(-c2ccc3c(c2)OCO3)on1
 : 0%	47*	-2%[0.00184 µM]	10%	12	-2%	u
O=c1[nH]n(-c2cccc3cccnc23)c(=O)c2ccccc12
 : 3%	23	-1%	78%[activator]	2	-6%	56%[activator]
CCN(CCn1cccn1)Cc1nc(Cc2cccc(F)c2)no1
 : 3%	7	0%	7%	9	-4%	u
COC(=O)c1ccc(C(=O)N2CCCC(N3CCN(c4ccc(F)cc4)CC3)C2)nc1 (centres undefined)
 : 0%	2	-9%	5%	1	2%	u
Cc1ccc(CO/N=C\Cc2snc(Sc3ncc(C(F)(F)F)cc3Cl)c2C#N)cc1
 : 3%	-12	x	-25%	-5	-8%	u
Cc1nc2c(C(=O)NCc3ccc(F)cc3)c[nH]n2c(=O)c1Cl
 : -1%	-19	21%	-12%	-2	1%	25%
CCOC(=O)Cc1csc(N/C(=N/S(=O)(=O)c2ccc(Cl)cc2)c2ccccc2)n1
 : 1%	-5	-1%	3%	-2	-12%	u
COc1ccccc1N(CC(=O)NCc1ccccc1)C(=O)CCC(=O)Nc1ccccn1
 : 4%	9	u	0%	-1	-4%	u
COc1ccc(CC(=O)OCC(=O)Nc2ccc(Br)cc2)cc1
 : 10%	-4	5%	7%	-1	2%	40%[activator]
O=C(c1ccc2c(c1)OCO2)C1CCCN(Cc2cn[nH]c2-c2ccccc2)C1 (centres undefined)
 : 3%	-14	-16%	-7%	1	-2%	u
O=C(Nc1ncn[nH]1)c1cccc(F)c1
 : x	x	38%[activator]	64%[activator]	x	1%	1.5µM*
CC1(C)Cc2c(C#N)c(OCC(=O)c3ccccc3)nc(-c3ccoc3)c2CO1
 : 2%	25	-9%	-3%	4	-5%	15%
CC(=O)Nc1ccc(/C=N/NC(=O)CNC(=O)c2ccccc2)cc1
 : 1%	-9	10%	1%	-4	0%	25%
O=C(CSc1nc2[nH]ncc2c(=O)[nH]1)NCc1ccccc1Cl
 : 3%	-2	-4%	1%	-2	-5%	31%[activator]
CC1(C)CC(=O)C(C=Nc2ccc(Cl)cn2)=C(O)C1
 : -3%	8	2%	5%	-4	2%	-19%
COc1ccc(-c2[nH]ncc2CN(CCO)Cc2cccs2)c(F)c1
 : 5%	-15	23%	7%	1	8%	u
COCCn1cnc2c1c(=O)n(CC(=O)OCC(=O)NCCCc1ccccc1)c(=O)n2Cc1ccccc1
 : 0%	-9	u	-7%	-3	-6%	u
CCN(C(=O)COC(=O)c1c2c(nc3ccccc13)/C(=C/c1ccccc1)CC(C)C2)C1CCS(=O)(=O)C1 (centres undefined)
 : 2%	11	u	-3%	-2	-7%	u
Cc1cnc(C(=O)Nc2ccc(C)c(S(=O)(=O)N(C)C)c2)cn1
 : -1%	8	32%[activator]	-2%	6	-7%	u
CCN(CC)CCNC(=O)c1cc(S(C)(=O)=O)ccc1OC
 : -5%	-3	-3%	10%	-2	0%	4%
Cc1ccc(C2=NCCn3c2c2ccc(C(F)(F)F)cc2[n+]3[O-])cc1
 : x	x	10µM*	-4%	x	6%	u
C/C(=N\NC(=O)CCc1c[nH]c2ccccc12)c1cccc([N+](=O)[O-])c1
 : 3%	-1	30%	u	-2	2%	23%
COc1ccc(Cc2nnc(NC(=O)c3ccccc3)s2)cc1OC
 : 4%	19	24%	6%	5	-4%	14%
Cc1cc2oc(=O)cc(CN3CCC(C)CC3)c2c(C)c1Cl
 : -1%	-2	-5%	10%	12	-1%	-7%
Cc1ccc(Cn2c(=O)c3cccnc3n(CC(=O)Nc3cccc(C(F)(F)F)c3)c2=O)cc1
 : 3%	-9	u	-2%	6	-3%&-6%	u
COc1ccc(N=Cc2sc(O)c3ccccc23)cc1
 : -8%	87*	-91%	9%	66*	0%	-21%
O=C1c2ccccc2NC(c2ccc(-c3cccc(F)c3)o2)N1O (centres undefined)
 : x	x	89%[activator]	x	x	-5%	129%[activator]
COc1ccc(Nc2oc(-c3ccccc3Cl)nc2C#N)cc1
 : 1%	21	-13%	-8%	9	3%	u
Cc1ccc(-c2nnn(CC(=O)N(Cc3cccs3)C(C(=O)NCC3CCCO3)c3ccco3)n2)o1 (centres undefined)
 : 5%	12	u	-2%	8	-3%	0%
COc1ccccc1NC(=O)c1ccc(Br)c(S(=O)(=O)N2CCCC2)c1
 : -10%	-9	u	27%	6	-2%	4%
O=C1CSC(=S)N1/N=C/c1ccc(C(F)(F)F)cc1
 : -4%	9	x	87%[activator]	7	4%	31%[activator]
CN(CC(=O)NCCc1ccccc1)Cc1ccco1
 : -2%	99*	87%[activator]	0%	32*	1%	81%[activator]
CCN(Cc1ccccc1)C(=O)C1CCN(S(=O)(=O)c2ccc3c(c2)OCCO3)CC1
 : 4%	-4	u	0%	1	3%	13µM*
CCOC(=O)c1c(NC(=O)COC(=O)/C=C/c2ccccc2)sc(C(=O)NC)c1C
 : x	x	3%	5%	x	3%	-13%
Cc1ccc(S(=O)(=O)N(C)C)cc1NC(=O)C1CCN(C(=O)Nc2ccccc2)CC1
 : x	x	20%	3%	x	3%	-7%
CN(C)c1ccc(CN2CCCCC2)cc1
 : 2%	-13	x	17%	-6	0%	3%
CC(C)NC(=O)NC(=O)COC(=O)c1ccc(OC(F)(F)F)cc1
 : 2%	-12	-12%	-3%	-2	-4%	9%
COc1ccc([C@H]2CC(=O)C=C(c3ccc(C)cc3)C2)cc1
 : x	x	14%	2%	x	0%	-35%
O=C(O)c1cccc(NS(=O)(=O)c2ccc3c4c(cccc24)C(=O)N3)c1
 : 2%	-7	17%	4%	1	4%	-17%
CC(=O)c1ccccc1NS(=O)(=O)c1cccc2nsnc12
 : -2%	x	23%	-16%	-4	-10%	2%
Cc1ccc(NC(=O)CSCC(=O)Nc2cc(C(F)(F)F)ccc2N2CCOCC2)cc1
 : x	x	u	-15%	x	-8%	u
COc1ccc(NC(=O)Cn2nnc(-c3ccc(CN4CCOCC4)cc3)n2)c(OC)c1
 : -1%	31	-13%	-10%	-2	4%	u
Cc1ccc(NC(=O)COC(=O)[C@H](C)NC(N)=O)c(C)c1
 : -1%	-5	-1%	-2%	-1	1%	19%
COc1ccc(CN2C(=O)C(Cc3ccccc3)Nc3ncnc(N4CCCCC4)c32)cc1 (centres undefined)
 : x	x	5.2µM*	0%	x	-3%	12µM*
Cc1ccc(S(=O)(=O)N2CCC(C(=O)N[C@H](C(=O)NCC3CCCO3)C(C)C)CC2)cc1 (some centres undefined)
 : 0%	13	-13%	-4%	-1	4%	1%
CCc1noc(C)c1C(=O)Nc1nc(-c2ccc(Cl)cc2Cl)c(C)s1
 : 0%	-14	x	u	-4	0%	u
CCc1n[nH]c(=S)n1/N=C/c1ccc2c(c1)OCO2
 : -14%	2	6%	37%[activator]	-1	u	17%
C/C(=C/C(=O)O)C(=O)Nc1cccc(C(F)(F)F)c1
 : 3%[11.5 µM]	34	2%	-14%	-3	-1%	29%
Fc1ccc(COc2ccc(-c3nnco3)cc2)cc1
 : -17%	64*	369%[activator]	-7%	53*	-1%	173%[activator]
COc1ccc(C(=O)NC(=S)Nc2cccc3ncccc23)cc1[N+](=O)[O-]
 : -3%	-4	u	106%[activator]	-2	-11%	u
COc1cccc(NC(=O)CN(C)C(=O)c2cccc(S(=O)(=O)N3CCN(c4ccccc4)CC3)c2)c1
 : -2%	-1	u	0%	6	4%	u
COc1ccc(Cn2nnc(C(=O)Nc3ccc(F)cc3)c2N)cc1
 : 7%	71	16%	11%	-4	2%	1.9µM*

# Of the compounds above, nine contain a Cl atom:
# Under each structure – LmPK inh	Shiga toxin inh	Pf growth 48h	AMA1-RON2 inh	Cycloheximide cs	Tb PYK inh	Pf growth 96h
COC(=O)CNC(c1ccccc1Cl)c1cc(Br)ccc1NC(=O)CCN1CCOCC1 (centres undefined)
 : 0%	-5	u	-3%	-3	-6%	-11%
Cc1ccc(CO/N=C\Cc2snc(Sc3ncc(C(F)(F)F)cc3Cl)c2C#N)cc1
 : 3%	-12	x	-25%	-5	-8%	u
Cc1nc2c(C(=O)NCc3ccc(F)cc3)c[nH]n2c(=O)c1Cl
 : -1%	-19	21%	-12%	-2	1%	25%
CCOC(=O)Cc1csc(N/C(=N/S(=O)(=O)c2ccc(Cl)cc2)c2ccccc2)n1
 : 1%	-5	-1%	3%	-2	-12%	u
O=C(CSc1nc2[nH]ncc2c(=O)[nH]1)NCc1ccccc1Cl
 : 3%	-2	-4%	1%	-2	-5%	31%[activator]
CC1(C)CC(=O)C(C=Nc2ccc(Cl)cn2)=C(O)C1
 : -3%	8	2%	5%	-4	2%	-19%
Cc1cc2oc(=O)cc(CN3CCC(C)CC3)c2c(C)c1Cl
 : -1%	-2	-5%	10%	12	-1%	-7%
COc1ccc(Nc2oc(-c3ccccc3Cl)nc2C#N)cc1
 : 1%	21	-13%	-8%	9	3%	u
CCc1noc(C)c1C(=O)Nc1nc(-c2ccc(Cl)cc2Cl)c(C)s1
 : 0%	-14	x	u	-4	0%	u
